CCR6 antagonist = antagonists of human CCR6 receptor. CHO-K1 CCR6 PathHunter beta-arrestin, luminescence, CCL20-stimulated. hit rate 0.49% among 340,000. AID 493098. P51684. inhibition, % at 20 µM;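 active = compounds whose inhibition of the agonist-driven luminescence signal at 20 µM reaches about 50%, limit read from the data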;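 also: cells stimulated with CCL20 at 14 nM final; plate controls were DMSO with CCL20 for no effect and DMSO without agonist for full effect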
Mdm2-MdmX inh = disrupts the human Mdm2-MdmX interaction; O15151+Q00987; SaOS-2 split-luciferase Mdm2/MdmX complementation, luminescence; inhibition, % at 8 µM; hit rate 3% among 330,000;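 active = inhibition of at least 50% at 8 µM in the primary screen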
Target sequence (O15151 whole entry, looked up): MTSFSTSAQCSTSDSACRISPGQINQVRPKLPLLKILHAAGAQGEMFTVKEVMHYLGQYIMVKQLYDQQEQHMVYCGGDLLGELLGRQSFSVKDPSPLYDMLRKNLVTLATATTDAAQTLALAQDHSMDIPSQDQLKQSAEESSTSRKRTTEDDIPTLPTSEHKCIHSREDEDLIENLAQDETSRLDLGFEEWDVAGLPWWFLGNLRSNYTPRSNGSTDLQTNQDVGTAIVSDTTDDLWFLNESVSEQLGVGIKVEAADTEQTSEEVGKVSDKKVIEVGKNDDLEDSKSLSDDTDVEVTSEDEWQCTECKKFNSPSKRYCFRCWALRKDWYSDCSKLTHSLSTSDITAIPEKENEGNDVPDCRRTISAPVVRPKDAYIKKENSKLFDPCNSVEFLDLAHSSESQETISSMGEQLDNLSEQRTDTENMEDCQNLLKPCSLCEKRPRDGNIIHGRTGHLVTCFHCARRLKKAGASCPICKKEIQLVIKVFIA
Target sequence (Q00987 whole entry, looked up): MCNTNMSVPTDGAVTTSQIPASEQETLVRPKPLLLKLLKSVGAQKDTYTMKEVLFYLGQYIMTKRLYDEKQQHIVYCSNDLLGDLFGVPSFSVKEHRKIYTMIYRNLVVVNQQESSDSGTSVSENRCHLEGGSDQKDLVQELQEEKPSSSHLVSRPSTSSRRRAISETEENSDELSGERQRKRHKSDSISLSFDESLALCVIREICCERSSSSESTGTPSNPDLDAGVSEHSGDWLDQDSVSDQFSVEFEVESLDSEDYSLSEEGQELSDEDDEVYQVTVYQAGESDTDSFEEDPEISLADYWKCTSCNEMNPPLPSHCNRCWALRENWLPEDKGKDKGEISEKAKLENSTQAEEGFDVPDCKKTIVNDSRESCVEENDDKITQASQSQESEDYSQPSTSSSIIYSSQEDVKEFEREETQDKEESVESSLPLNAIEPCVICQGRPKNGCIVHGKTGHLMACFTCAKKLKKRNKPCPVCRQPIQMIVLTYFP
EBI2 block = antagonists of human EBI2 receptor; P32249; EBI2 beta-arrestin recruitment, luminescence, 7a,25-OHC stimulated; inhibition, % at 5 µM; hit rate 0.81% among 360,000; in the data active = inhibition above about 38%;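 also: enzyme fragment complementation signal reports receptor beta-arrestin coupling in cells; 0% = agonist plus DMSO wells and 100% = wells without agonist; some results beyond the cut were filed as inactive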
Gli-Sufu block = antagonists of Gli-Sufu signaling; Sufu-KO-LIGHT fibroblasts, Gli luciferase reporter luminescence; inhibition, % at 5 µM; hit rate 0.74% among 340,000; AID 588413;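 active = inhibition above about 55%, limit read from the data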;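 also: 0% = DMSO-treated cells and 100% = wells with medium but no cells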
CXCR6 block = inhibitors of human CXCR6 receptor; CHO-K1 PathHunter CXCR6 beta-arrestin, luminescence; inhibition, % at 20 µM; hit rate 0.36% among 360,000; AID 602244; in the data active = inhibition above about 34%, passing the limit was not always enough;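 also: antagonist mode with CXCL16 agonist at 10 nM final; 0% = 10 nM CXCL16 with DMSO and 100% = unstimulated wells without agonist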
Jurkat NFkB inh = lowers PMA/ionomycin-induced NF-kB signal in Jurkat cells; PMA/ionomycin-induced NF-kB luciferase reporter, luminescence; AID 435003; inhibition, % at 4 µM; hit rate 0.53% among 330,000; in the data active = inhibition above about 50%
697 NFkB inh = lowers PMA/ionomycin-induced NF-kB signal in 697 B cells; 697 B-cell NF-kB luciferase reporter, 16 h; inhibition, % at 4 µM; hit rate 0.33% among 330,000; AID 435022; in the data active = inhibition above about 35%
UPR XBP1 act = activators of adaptive arm of unfolded protein response (XBP1) | CHO-XBP1 luciferase reporter, IRE1-XBP1 UPR activation, luminescence; percent of tunicamycin response, DMSO as zero | activation, % at 20 µM | hit rate 0.33% among 330,000;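 active = versus positive control, 20 µM dose yields 30% or more activation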;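 also: 100% = tunicamycin at 10 µg/mL and 0% = DMSO only wells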
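Material: CHO-XBP1 cells stably carrying IRE1-XBP1-driven luciferase reporter | Medium: F12 with 10% serum | Compound dosing: 20 µM single concentration, DMSO 1% | Incubation: Overnight seeding at 37 °C, 6 h compound treatment at 37 °C | Detection: Steady-Glo luminescence read | Read-out basis: % activation of reporter signal versus tunicamycin and DMSO controls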
UPR CHOP act = activators of apoptotic arm of unfolded protein response (CHOP) | CHO-CHOP luciferase reporter, UPR activation, luminescence; percent of tunicamycin response over DMSO baseline | activation, % at 10 µM | AID 449763 | hit rate 0.34% among 330,000;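 active = at 10 µM dose, activation of 40% or more, normalized to positive control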;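 also: 100% = tunicamycin at 10 µg/mL and 0% = DMSO alone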
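Evaluation: % reporter activation, DMSO baseline versus tunicamycin full activation; System: CHO-CHOP luciferase reporter cell line; Input: 500 cells/well; Incubation: 6 h compound treatment, 37 °C; Measured by: Steady-Glo luciferase luminescence; Dosing: one dose, 10 µM in 0.5% DMSO; Buffer or medium: F12 medium, 10% FBS; Benchmarks: positive tunicamycin 10 µg/mL, negative DMSO alone.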
* marks the source's active call; other numbers are inactive results; . = not tested or not shown.

| entry | structure | CCR6 antagonist | Mdm2-MdmX inh | EBI2 block | Gli-Sufu block | CXCR6 block | Jurkat NFkB inh | 697 NFkB inh | UPR XBP1 act | UPR CHOP act |
| --- | --- | --- | --- | --- | --- | --- | --- | --- | --- | --- |
| 1 | O=C(CN1CCN(C(c2ccccc2)c2ccccc2)CC1)NC(=O)NCc1ccco1 | 22 | 10 | 9 | -7 | 5 | -6 | 4 | 0 | 0.4 |
| 2 | CCC1CCCCN1C(=O)CSc1nc2c([nH]c3ccccc32)c(=O)n1C (stereo unspecified) | 11 | 25 | 21 | 17 | 4 | -6 | -37 | -1 | 0.7 |
| 3 | C/C(=N\NC(=O)C(N)=O)c1ccc2c(c1)OCCO2 | -1 | -3 | -13 | 5 | 1 | -5 | 7 | 1 | 2.1 |
| 4 | CCCC(c1nnnn1Cc1ccco1)N1CCN(c2ccccc2)CC1 (stereo unspecified) | 3 | 3 | -12 | -5 | -1 | 1 | 20 | -3 | 0.7 |
| 5 | CC1=NN(C(=O)c2ccc(Cn3nc(C)cc3C)o2)C(O)(C(F)(F)F)C1 (stereo unspecified) | -4 | 15 | -6 | 2 | 5 | -1 | 8 | 1 | -0.8 |
| 6 | CCOc1ccc(S(=O)(=O)Nc2ccc(S(=O)(=O)Nc3cc(OC)ccc3OC)cc2)cc1 | -2 | -2 | -4 | -3 | -5 | 13 | 20 | -3 | 1.8 |
| 7 | O=C(OCC(=O)c1ccc(Cl)s1)c1ccc2ccccc2n1 | 13 | 13 | -7 | -6 | 0 | -9 | -5 | -1 | 0.8 |
| 8 | COCC(=O)N1CCC(Oc2ccc(C(=O)N[C@H](C(=O)OC)C(C)C)cc2)CC1 | 0 | 17 | 3 | 0 | 1 | -7 | -2 | 1 | 0.5 |
| 9 | CCNC(=S)N/N=C(\C)c1cc2ccccc2o1 | 3 | -16 | 26 | -12 | 0 | -31 | -38 | 1 | -0.1 |
| 10 | CC(Oc1ccc2c3c(c(=O)oc2c1)CCC3)C(=O)NCCN1CCOCC1 (stereo unspecified) | 10 | -4 | -9 | 7 | -6 | 15 | 12 | -3 | 0.5 |
| 11 | COc1ccc(OC)c(C(=O)Nc2c(O)ccc3ccccc23)c1 | 6 | 20 | -3 | 3 | -8 | -41 | -34 | 3 | 4.6 |
| 12 | NS(=O)(=O)c1ccc(CNC(=O)c2ccc(Cl)cc2[N+](=O)[O-])cc1 | 3 | 4 | 6 | 0 | -7 | -11 | 10 | 0 | 0.7 |
| 13 | COc1ccc(CNC(=O)CN(C)CC(=O)Nc2ccccc2Br)cc1 | 5 | -29 | -6 | 3 | 2 | -24 | -20 | 1 | -0.9 |
| 14 | CC1=C(C(=O)Nc2ccccc2C)C(c2ccccc2)NC(=O)N1 (stereo unspecified) | 1 | -24 | -4 | 12 | 4 | -2 | 2 | -3 | 0.2 |
| 15 | CC(NC(=O)c1ccco1)C1CCCO1 (stereo unspecified) | -14 | 13 | -6 | . | 3 | 0 | 11 | -3 | -1.0 |
| 16 | COc1ccc(N2CC(C(=O)N3CCN(C)CC3)CC2=O)cc1 (stereo unspecified) | -5 | 6 | 4 | 11 | 3 | 11 | 7 | 1 | -1.0 |
| 17 | CN1CCN(c2ccc(NC(=O)c3ccc([N+](=O)[O-])o3)cc2Cl)CC1 | -15 | 64* | 3 | -18 | -31 | 25 | -10 | 0 | 99* |
| 18 | CC(=O)C1=C(C)NC(=S)NC1c1cc([N+](=O)[O-])ccc1O (stereo unspecified) | 11 | -13 | -4 | 9 | 14 | 4 | -10 | 0 | 0.4 |
| 19 | C#CCOCCOCCOCCNc1nc(N2CCN(C(=O)[C@H](CCC(=O)O)n3cc(C(N)Cc4ccc(O)cc4)nn3)CC2)nc(N2CCN(C(=O)[C@H](Cc3cc4ccccc4[nH]3)n3cc(C(N)CC(C)C)nn3)CC2)n1 (stereo partly specified) | . | 17 | . | . | . | 7 | 22 | -1 | 0.0 |
| 20 | O=C(Nc1ccc(Oc2ccccc2)nc1)C1CCCCN1Cc1cccc(OCCO)c1 (stereo unspecified) | 15 | 12 | 63* | -4 | -11 | 11 | 3 | -3 | -1.1 |

Laid out differently: entries from further up.
9	CCNC(=S)N/N=C(\C)c1cc2ccccc2o1
10	CC(Oc1ccc2c3c(c(=O)oc2c1)CCC3)C(=O)NCCN1CCOCC1 (stereo unspecified)
11	COc1ccc(OC)c(C(=O)Nc2c(O)ccc3ccccc23)c1
12	NS(=O)(=O)c1ccc(CNC(=O)c2ccc(Cl)cc2[N+](=O)[O-])cc1
13	COc1ccc(CNC(=O)CN(C)CC(=O)Nc2ccccc2Br)cc1
14	CC1=C(C(=O)Nc2ccccc2C)C(c2ccccc2)NC(=O)N1 (stereo unspecified)
entry no. | 9 | 10 | 11 | 12 | 13 | 14
CCR6 antagonist | 3 | 10 | 6 | 3 | 5 | 1
Mdm2-MdmX inh | -16 | -4 | 20 | 4 | -29 | -24
EBI2 block | 26 | -9 | -3 | 6 | -6 | -4
Gli-Sufu block | -12 | 7 | 3 | 0 | 3 | 12
CXCR6 block | 0 | -6 | -8 | -7 | 2 | 4
Jurkat NFkB inh | -31 | 15 | -41 | -11 | -24 | -2
697 NFkB inh | -38 | 12 | -34 | 10 | -20 | 2
UPR XBP1 act | 1 | -3 | 3 | 0 | 1 | -3
UPR CHOP act | -0.1 | 0.5 | 4.6 | 0.7 | -0.9 | 0.2

Going on with the list:
| entry | structure | CCR6 antagonist | Mdm2-MdmX inh | EBI2 block | Gli-Sufu block | CXCR6 block | Jurkat NFkB inh | 697 NFkB inh | UPR XBP1 act | UPR CHOP act |
| --- | --- | --- | --- | --- | --- | --- | --- | --- | --- | --- |
| 21 | CCCOc1ccc(CC(=O)N/N=C\c2ccc(F)cc2)cc1 | 6 | 0 | 16 | -6 | -9 | -14 | -4 | -6 | -0.1 |
| 22 | O=C1OCCC1Sc1nc2ccccc2n1-c1ccccc1 (stereo unspecified) | 5 | -3 | -4 | 3 | 8 | 2 | -10 | -2 | 0.3 |
| 23 | COC(=O)c1cc2c(-c3ccccc3)cc3ccccn3c-2c1C(=O)OC | 28 | 17 | 9 | 0 | 8 | -5 | 18 | 6 | -1.1 |
| 24 | Cc1cc([N+](=O)[O-])nn1CC(=O)NCc1ccc(Cl)cc1 | 5 | 11 | 1 | -36 | -3 | 4 | -7 | -4 | -0.5 |
| 25 | Cc1cc(C=O)c(C)n1-c1ccc(N2CCOCC2)c([N+](=O)[O-])c1 | -4 | 41 | 0 | 1 | -6 | 16 | 17 | -3 | -0.7 |
| 26 | CCCCC(=O)Nc1cnc(NC(=O)c2cccs2)cc1C | 5 | -22 | -4 | -66 | 1 | -63 | -65 | 0 | 4.6 |
| 27 | COc1ccccc1CNC(=O)c1ccc2c(=O)n3c(nc2c1)CCCCC3 | 4 | 32 | 3 | -16 | 2 | 7 | 4 | -3 | 3.3 |
| 28 | O=C(N/N=C/c1ccc(Cl)cc1Cl)c1ccncc1 | 7 | -3 | -19 | -6 | -6 | -4 | -31 | 0 | 2.3 |
| 29 | Cc1[nH]c2ccc(C(=O)OCCN(C)C)cc2c1C | -4 | -15 | -2 | 0 | -5 | -41 | -11 | -3 | 2.4 |
| 30 | CC1CCN(c2ccc(C(=O)NCc3ccc4c(c3)OCO4)cc2[N+](=O)[O-])CC1 | 17 | 21 | 3 | -2 | 12 | -2 | 0 | -4 | 2.3 |
| 31 | Cc1ccc(NC(=O)/C=C/c2ccc([N+](=O)[O-])s2)cc1 | 3 | -14 | -3 | 18 | -5 | 6 | 20 | 0 | -1.2 |
| 32 | Nc1cc(N)nc(SCC(=O)NC(=O)NC2CCCC2)n1 | -3 | -18 | -9 | 5 | 4 | -8 | -10 | -3 | -0.8 |
| 33 | COc1ccc(C(=O)OCC(=O)NC(C)(C)C)cc1[N+](=O)[O-] | 7 | -15 | -13 | 0 | 1 | -8 | -2 | -1 | 1.6 |
| 34 | COc1ccccc1CN1CC(C(=O)N(C)Cc2[nH]c3ccccc3c2C)CCC1=O (stereo unspecified) | -3 | 35 | 12 | 3 | 0 | -3 | 8 | -7 | 1.4 |
| 35 | COc1cc([N+](=O)[O-])ccc1NC(=O)NNC(=O)C(C)Oc1ccc(F)cc1F (stereo unspecified) | 12 | 20 | -7 | -1 | 7 | -7 | -5 | -1 | 0.9 |
| 36 | CC(C)c1ccc(NC(=O)C2CCCN(S(=O)(=O)c3cccnc3)C2)cc1 (stereo unspecified) | 12 | 21 | -12 | 48 | 4 | -13 | -7 | -3 | -1.1 |
| 37 | Cc1ccc2c(C(=O)CN3CCC(C(N)=O)CC3)c(C)[nH]c2c1 | . | -3 | -6 | . | -2 | -10 | 9 | 1 | 0.5 |
| 38 | COc1ccc(NC(=O)CSc2nnc(CNc3ccc(F)cc3)o2)c(OC)c1 | 6 | -5 | 9 | 6 | 2 | -1 | -13 | 0 | 0.9 |
| 39 | N=c1sccn1CC(=O)NCCc1ccc(Cl)cc1 | 2 | 3 | -16 | 9 | -10 | -6 | -4 | 2 | 0.6 |
| 40 | CN(CC(=O)NC1CC(C)(C)NC(C)(C)C1)S(=O)(=O)c1ccc(Br)cc1 | 3 | 14 | -1 | 4 | -6 | -25 | 2 | -4 | -0.8 |

The list goes on; it opens with the two that closed the last part.
| entry | structure | CCR6 antagonist | Mdm2-MdmX inh | EBI2 block | Gli-Sufu block | CXCR6 block | Jurkat NFkB inh | 697 NFkB inh | UPR XBP1 act | UPR CHOP act |
| --- | --- | --- | --- | --- | --- | --- | --- | --- | --- | --- |
| 39 | N=c1sccn1CC(=O)NCCc1ccc(Cl)cc1 | 2 | 3 | -16 | 9 | -10 | -6 | -4 | 2 | 0.6 |
| 40 | CN(CC(=O)NC1CC(C)(C)NC(C)(C)C1)S(=O)(=O)c1ccc(Br)cc1 | 3 | 14 | -1 | 4 | -6 | -25 | 2 | -4 | -0.8 |
| 41 | S=c1oc(-c2ccncc2)nn1CCc1ccncc1 | 16 | 4 | -16 | 2 | -10 | 14 | 12 | 0 | 4.1 |
| 42 | COC(=O)c1cc(COc2ccc3c4c(c(=O)oc3c2)CCCC4)c(C)o1 | 13 | 13 | -4 | -6 | 4 | 12 | 3 | -1 | -3.7 |
| 43 | COc1ccc(OC(C)C(=O)Nc2cccnc2)cc1 (stereo unspecified) | 10 | 23 | 4 | -1 | -4 | -2 | 16 | 3 | -1.0 |
| 44 | c1ccc(Cn2nnc3c(Nc4ccc5c(c4)OCO5)nc(C4CC4)nc32)cc1 | -5 | 27 | 32 | -1 | -4 | 21 | 21 | 2 | 1.1 |
| 45 | Cc1cc(C)c2cc(C#N)c(SCC(=O)Nc3ccc4c(c3)OCO4)nc2c1 | 9 | 80* | 3 | 4 | 0 | 4 | 20 | 6 | 1.2 |
| 46 | Cc1ccsc1C(=O)N1CCCC(CO)(Cc2ccccc2F)C1 (stereo unspecified) | 21 | 29 | 3 | 14 | 3 | 12 | 10 | -5 | 1.5 |
| 47 | COc1ccc(-c2nnn(CC(=O)NCCc3c[nH]c4ccccc34)n2)cc1OC | 1 | 16 | 4 | -2 | 2 | -5 | 3 | -2 | -1.6 |

Compound activity (PubChem)
